# Compound activity from PubChem BioAssay.
# S3 lipid droplet: qHTS Assay for Lipid Storage Modulators in Drosophila S3 Cells; Potency in µM for hits, for the others lipid storage change, negative = inhibition, % at the top dose, mostly 46.1 µM; Drosophila S3 cells, BODIPY lipid droplet fluorescence, 18-24 h; cells fed with added oleic acid; hit rate 0.64% among 320,000; active means well fitted inhibition curve with a large enough effect in the signal ratio, with a control signal flat, not every such curve was filed as active; inconclusive means small, poorly fitted or top-dose-only effect, or effect the other way, or a change in a side signal; the % refers to the signal ratio
#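 Drosophila S3 cells got compounds at several concentrations plus oleic acid (400 uM solution). Laser-scanning cytometry with 488 nm excitation read lipid droplets at 500-530 nm and cells at 575-640 nm. Percent activity was relative to 20 uM Triacsin C.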
# S3 lipid droplet cell count max: further read-out of S3 lipid droplet, marked with its call; cell number change, %; measured here: cell count max response;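 cells counted by Cell Tracker Red CMTPX staining in the red channel; peak over a dose series mostly up to 46.1 µM; percent activity relative to internal control wells on each plate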
# Active calls of the source: *; i = inactive; ? = inconclusive; . = not tested or not shown; [ ] = remark or other dose. On the % scale 0 is the no-effect control and ±100 the full control effect; potency means the concentration at half of the fitted maximal effect. The list is partial, so the mix of outcomes need not match the whole.
# Second line of a record: S3 lipid droplet, S3 lipid droplet cell count max
Cc1cc(C)cc(SCc2noc(C(=O)NCC3CCCO3)c2C(=O)O)c1 (stereo unspecified)
→ 11.6%, 12.8
CCOC(=O)C1=CC[C@H]2c3c(c4ccc(OC)cc4n3C)C(=O)C1N2S(=O)(=O)c1ccc(C)cc1
→ ?, .
COc1ccc(Cl)cc1NC(=O)COC(=O)CNC(=O)C1CCCCC1
→ 0.8%, -2.5
COc1cc(NC(=O)Nc2ccc3c(c2)OCO3)cc(OC)c1OC
→ -1.5%, 2.8
O=C(NCCc1ccccc1Cl)C1CC(=O)N(C2CCCCC2)C1 (stereo unspecified)
→ ?, .
O=C(Nc1cccc(Cl)c1)c1cc(-c2ccco2)on1
→ ?, .
CC(=O)Nc1ccc(S(=O)(=O)N(C)Cc2cnn(C)c2)cc1
→ 9.4%, 24.4
CC(=O)Nc1nc2c(c3c1c(=O)oc1ccccc13)CCCCC2
→ ?, .
COc1cc2[nH]ccc(=O)c2cc1OC
→ ?, .
O=C1c2cccnc2C(=O)N1Cc1ccc(Cl)cc1
→ ?, .
Cc1cc(C(C#N)c2ccc(Cl)cc2)c(Cl)cc1NC(=O)c1cc(I)cc(I)c1O (stereo unspecified)
→ 15.3%, 9.9
C/C(N)=C(/C#N)C(=O)CSc1n[nH]c(-c2cccs2)n1
→ 22.7%, .
Cc1ccc(Cn2ncc3c(N4CCCC4)ncnc32)cc1
→ i, -10.9
COc1ccccc1C(=O)n1nc(-c2ccco2)nc1N
→ -0.9%, 1.8
COc1ccccc1NC(=O)Cn1cc(C(=O)c2ccco2)c2ccccc21
→ -16.3%, -0.4

# Further structures follow:
# Second line of a record: S3 lipid droplet, S3 lipid droplet cell count max
COc1ccc(CCNC(=O)CSc2nnc(-c3cccc(F)c3)o2)cc1OC
→ ?, .
c1ccc(Cn2nnc3c(N4CCc5ccccc5C4)ncnc32)cc1
→ 1.3%, -0.1
O=C(CCN1C(=O)C2CCCCC2C1=O)Nc1cc([N+](=O)[O-])ccc1Cl (stereo unspecified)
→ 16.7%, 9.0
COc1ccc(Nc2nc(C)cc(C)c2C(N)=O)cc1OC
→ ?, .
COCc1ccccc1C1=CC(=O)C[C@H](c2ccc(OC)cc2)C1
→ ?, .
Cn1cccc1Cc1nnc(SCC(=O)N2CCN(c3ccccc3)CC2)n1-c1ccc(F)cc1
→ ?, .
COc1ccc(OC)c(/C=C/C(=O)OCC(=O)NCc2ccco2)c1
→ ?, .
CC1(C)CC(N(Cc2ccccc2)C(=O)Cc2ccccc2)CCO1 (stereo unspecified)
→ -14.6%, -16.7
COC(C[C@H]1O[C@H]1[C@@H](O)[C@H](C)OCc1ccccc1)OC
→ 1.0%, .
C/C(CC(=O)N1CCN(C=O)CC1)=N\NC(=O)c1ccc(Cl)cc1
→ i, 12.8
CCn1ccnc1CN1CCC(n2nccc2NC(=O)CCc2ccccc2)CC1
→ -5.7%, -1.0
Cc1occc1C(=O)NCc1ccccc1
→ -11.1%, -0.1
CN1CCC(N(C)CC(O)c2ccccc2)CC1 (stereo unspecified)
→ -18.8%, -4.2
Cc1ccc(-c2nnc(SCC(=O)Nc3ccc4c(c3)OCCO4)n2N)cc1
→ 5.8%, -0.6
CC(=O)c1cccc(NC(=O)N2CCCC2C(=O)NCc2ccc(C)cc2)c1 (stereo unspecified)
→ ?, .

# Carrying on.
# Second line of a record: S3 lipid droplet, S3 lipid droplet cell count max
Cc1cccc(C(=O)NC2CCN(S(=O)(=O)c3ccc(F)cc3)CC2)c1
→ ?, .
O=C(COC(=O)c1ccccc1NCCO)NCCC1=CCCCC1
→ ?, .
O=C(Nc1cccnc1)c1cnc2ccccc2n1
→ ?, .
N#CCc1c(C#N)c(N)nc(N2CCN(c3ccc(F)cc3)CC2)c1C#N
→ ?, .
CCOc1ccc(CCNC(=O)CN2C(=O)NC3(CCCCCC3)C2=O)cc1OCC
→ ?, .
CCN1CCN(S(=O)(=O)c2ccc(OC)c(Br)c2)CC1
→ ?, .
Cc1cc(OCc2cc(C(=O)N(Cc3nccn3C)C(C)C)no2)cc(C)c1Cl
→ i, -20.4
O=c1cc(-c2ccccc2Cl)oc2cccc(O)c12
→ ?, .
CCCCNCC1C(Oc2ccc(Cl)cc2)C(=O)N1c1ccccc1C (stereo unspecified)
→ -32.0%, .
CC1Cc2ccccc2N1C(=O)COc1ccc2c(c1)OCO2 (stereo unspecified)
→ ?, .
Cc1ccc(S(=O)(=O)c2cc(N3CCOCC3)nc(-c3ccccc3)n2)cc1
→ 0.6%, 2.2
O=C(NCc1ccccc1)C1=C[C@H](c2ccc(Br)cc2)C[C@H](OCc2ccc(CO)cc2)O1
→ ?, .
Cc1cc(N(C)C)nc(Nc2ccccc2)n1
→ i, -15.6
Oc1ccccc1-c1nnc(COc2ccc(Cl)cc2Cl)o1
→ ?, .
Cc1ccc(NC(=O)NCc2ccc3c(c2)OCO3)c(C)c1
→ -2.0%, -1.2

# Next part
# Second line of a record: S3 lipid droplet, S3 lipid droplet cell count max
CC1(C)Cc2cccc(OCC(=O)Nc3cccnc3Cl)c2O1
→ ?, .
COc1ccc(CNC(=O)C(C)N2C(=O)NC3(CCCCCCC3)C2=O)cc1 (stereo unspecified)
→ ?, .
Cn1c(=O)n(-c2cccc(Cl)c2)c(=O)c2c3c(sc21)COC(C)(C)C3
→ -23.5%, -12.9
COc1ccc(OC)c(S(=O)(=O)N2CCC(C(=O)NCc3ccc4c(c3)OCO4)CC2)c1
→ ?, .
Cc1csc(SCC(=O)NC2CCCCC2)n1
→ i, .
Cc1cccc2cc(=O)[nH]c(C)c12
→ -2.5%, -18.2
CCCCn1c(SCC(=O)NC(=O)NCc2ccco2)nc2cc(S(N)(=O)=O)ccc21
→ ?, .
CCC1CCCCN1CCCNC(=O)Cn1c(=O)c2cccn2c2cccnc21 (stereo unspecified)
→ 1.3%, -10.7
CC1CCCCC1N=CC1=C(O)CC(C)(C)CC1=O (stereo unspecified)
→ 0.4%, -1.5
Cc1ccc(CNC(=O)C(NS(=O)(=O)c2cccc3nsnc23)C(C)C)cc1 (stereo unspecified)
→ i, .
C#CCNC(=O)C1=C[C@H](c2ccccc2)C[C@H](OCCCCO)O1
→ 5.3%, 9.4
O=[N+]([O-])c1ccc(Cl)c(-c2ccc(/C=N/n3cnnc3)o2)c1
→ ?, .
Cc1ccn2c(=O)c(C(=O)NCCC3=CCCCC3)c(O)nc2c1
→ ?, .
COC(=O)[C@@]12CCCCN1[C@H](c1ccc(-c3ccc4c(c3)OCO4)c(OC)c1)[C@@H]1C(=O)N(C)C(=O)[C@@H]12
→ ?, .
Cn1nc([N+](=O)[O-])nc1Oc1ccc2ccccc2c1
→ i, -76.1

# Carrying on:
molecule	S3 lipid droplet	S3 lipid droplet cell count max
CCN(CC)S(=O)(=O)c1ccc(C(=O)OCCNC(=O)c2cccnc2)cc1	?	.
O=C(CNc1ccc2ccccc2c1)N/N=C/c1ccccn1	?	.
CN(C(=O)COC(=O)C1COc2ccccc2O1)c1c(N)n(Cc2ccccc2)c(=O)[nH]c1=O (stereo unspecified)	-4.1%[0.0737 µM]	-5.1
Cc1nn(-c2ccccc2)c(C)c1NC(=O)COC(=O)c1ccccc1	6.3%	-13.4
COc1ccc(CCC(=O)OCC(=O)NCc2ccc3c(c2)OCO3)cc1	14.0%	-3.5
CC(OC(=O)CN1C(=O)NC2(CCCC2)C1=O)C(=O)Nc1cccc(Cl)c1Cl (stereo unspecified)	?	.
CC(Oc1ccc(F)cc1)C(=O)Nc1ccccc1C(=O)NC1CC1 (stereo unspecified)	?	.
O=C(COc1ccc(Cl)cc1Cl)N/N=C/C1CC=CCC1 (stereo unspecified)	1.84µM*	-11.9*
NC(=O)c1cc(S(=O)(=O)N2CCCC2)ccc1OCCOc1ccccc1	?	.
COC(=O)c1cc(=O)n(CCc2ccc(OC)cc2)c(=Nc2ccc(F)c(Cl)c2)s1	?	.
CCn1c(-c2ccc(OC)c(OC)c2)n[nH]c1=S	?	.
CSCCC(NC(=O)c1ccc(Cl)cc1)C(=O)O (stereo unspecified)	-2.8%	-17.5

# 5 of the entries above in order of their number in S3 lipid droplet cell count max, highest first:
molecule	S3 lipid droplet	S3 lipid droplet cell count max
Cc1cc(C)cc(SCc2noc(C(=O)NCC3CCCO3)c2C(=O)O)c1 (stereo unspecified)	11.6%	12.8
C#CCNC(=O)C1=C[C@H](c2ccccc2)C[C@H](OCCCCO)O1	5.3%	9.4
Cc1ccc(-c2nnc(SCC(=O)Nc3ccc4c(c3)OCCO4)n2N)cc1	5.8%	-0.6
CC1CCCCC1N=CC1=C(O)CC(C)(C)CC1=O (stereo unspecified)	0.4%	-1.5
Cc1cc(OCc2cc(C(=O)N(Cc3nccn3C)C(C)C)no2)cc(C)c1Cl	i	-20.4

# The results go on.
molecule	S3 lipid droplet	S3 lipid droplet cell count max
COc1cc2c(cc1OC)C(c1cc(OC)c(OC)c(OC)c1)NCC2 (stereo unspecified)	11.1%	4.2
O=C(CN(C(=O)CCC(=O)Nc1nccs1)c1ccc(F)c(Cl)c1)NCC1CCCO1 (stereo unspecified)	?	.
Cc1cccnc1Nc1nc(-c2ccccc2)cs1	i	14.4
Cc1ccccc1C(=O)NC1CCN(C(=O)NC2CCCCC2)CC1	i	-8.6
Cc1ccc(N2CCN(C3=NC(=O)/C(=C\c4cccs4)S3)CC2)cc1	?	.
Cc1oc2c(c(C)cc3oc(=O)c(CC(=O)N[C@@H](CCCNC(N)=O)C(=O)O)c(C)c32)c1C	?	.
O=C(CCNc1cccc(Cl)c1)c1ccco1	?	.
CN(C(=O)COC(=O)CNC(=O)C12CC3CC(CC(C3)C1)C2)C1CCS(=O)(=O)C1 (stereo unspecified)	?	.
CCC(=O)Nc1ccc(OC)cc1OC	?	.
CC(C)CCN1CCN(C2CCN(c3ccccc3)CC2)CC1CCO (stereo unspecified)	25.1%	3.8
COC(=O)C1=C(C)N(CCCC(=O)O)C(=O)NC1c1cc2c(cc1[N+](=O)[O-])OCO2 (stereo unspecified)	?	.
C/C=C(\C)C(=O)NCCN1C2=NC[C@H](C(C)C)N2C[C@@H]1Cc1ccc(OC)cc1	1.5%	-8.5

# Continued.
molecule	S3 lipid droplet	S3 lipid droplet cell count max
COc1ccc(/C(C)=N/OC/C(O)=C(\C#N)c2nc3ccccc3[nH]2)cc1	9.3%	2.7
COc1cc(NC(=O)c2cccc(NC3=NC4CS(=O)(=O)CC4S3)c2)cc(OC)c1OC (stereo unspecified)	?	.
CCOc1ccc(N(C)S(=O)(=O)c2ccc3[nH]cc(C(=O)NCC(OC)OC)c(=O)c3c2)cc1	?	.
O=C(CCN1C(=O)c2ccccc2C1=O)Nc1ccc(F)cc1F	12.5%	5.9
Cc1ccc(C)c(-n2cc(-c3ccc(Cl)cc3)nc2SCC(=O)NC2CCS(=O)(=O)C2)c1 (stereo unspecified)	12.3%	16.6
CCOC(=O)CC1C(=O)NCCN1C(=O)NC1CCCCC1 (stereo unspecified)	i	11.4
CCOC(=O)c1ccc(Nc2ncnc3ccccc23)cc1	?	.
COCc1cc(/C=N\NC(=O)Cc2ccc(OC)cc2)ccc1OC	?	.
COc1cc2cc(C#N)c(SCC(=O)N3CCOCC3)nc2cc1OC	0.3%	-2.5
COc1ccc(-n2cnnc2SCC(=O)N(C)C2CCS(=O)(=O)C2)cc1 (stereo unspecified)	?	.
O=C(CS(=O)(=O)c1cccc(Cl)c1)Nc1ccccc1Cl	1.2%	0.5
O=[N+]([O-])c1cc(Cl)ccc1N1CCN(c2ccccc2O)CC1	0.4%	-14.1

# The listing continues:
molecule	S3 lipid droplet	S3 lipid droplet cell count max
O=[N+]([O-])c1cc(C=Nc2cccc3c(O)cccc23)ccc1Cl	?	.
CCOC(=O)c1oc2c(CN3CCN(CCO)CC3)c(O)c(CC)cc2c(=O)c1-c1nc2ccccc2s1	-4.2%	8.6
C/C(=N\NC(=O)c1ccc(N(C)C)cc1)c1cccnc1	21.8%	19.6
Cc1cccc(NC(=O)c2ccc(S(=O)(=O)N3CCCCC3)cc2)c1	i	12.6
CCC1(c2ccccc2)NC(=O)N(CC(=O)c2ccc3c(c2)OCO3)C1=O (stereo unspecified)	-58.6%	-6.1
Cc1ccc(C(=O)c2c(NC(=O)c3ccccc3)sc(C)c2C)cc1	25.4%	-2.7
COc1ccc(NC(=O)N2CCN(c3cccc(C(F)(F)F)c3)CC2)cc1OC	?	.
Cc1ccc(NC(=O)NNC(=O)C2CC(c3cccnc3)=NO2)cc1 (stereo unspecified)	-5.0%	-9.1
COC(=O)C1=C(C)N(c2ccc(OC)c(OC)c2)C(=O)/C1=C\c1ccco1	-8.2%	-4.5
O=c1c2c([nH]c3ccccc13)CCCCCC2	?	.
O=C(NN1C(=O)C2C(C1=O)C1C=CC2C12CC2)c1ccccc1 (stereo unspecified)	?	.
COc1cc(OC)c(C2C(C#N)=C(N)OC3=C2C(=O)CC(C)(C)C3)cc1OC (stereo unspecified)	?	.

# (next part)
molecule	S3 lipid droplet	S3 lipid droplet cell count max
Cn1c(-[n+]2c(-c3ccccc3)cc(-c3ccccc3)cc2-c2ccccc2)nc2cc([N+](=O)[O-])ccc21	?	.
CNc1ncc(C(=O)c2ccc(Cl)c(Cl)c2)s1	0.5%	23.1
COc1ccc(S(=O)(=O)Nc2ccc(-c3ccc4nnc(C)n4n3)cc2)c(OC)c1	?	.
CC1CCN(CCCNC(=O)C2CCC(CNS(=O)(=O)c3cccc4nsnc34)CC2)CC1 (stereo unspecified)	i	.
O=C(CCNS(=O)(=O)c1cccc2nonc12)NC1CCCCCC1	0.5%	.
O=C(O)CCCNc1ccc(S(=O)(=O)N2CCCCC2)cc1	?	.
Cc1ccc(-c2nn(CC(=O)NCc3ccccn3)c(=O)c3ccccc23)cc1S(=O)(=O)N(C)C	6.3%	-0.4
Cc1nnc(NCc2ccncc2)c2ccccc12	23.8%	-8.3
